# MCF10A rereplic: A quantitative high throughput screen for small molecules that induce DNA re-replication in MCF 10a normal breast cells; MCF 10A DNA re-replication, Hoechst nuclear intensity, 48 h; Potency, µM (titrated, usually from 46.1 µM), without a hit: top-dose activity, positive = re-replication, most hits filed as activators; hit rate 2.9% among 350,000; AID 624296, 2012; further: potency means the concentration at half of the fitted maximal effect; % of control where 0% means no effect; nearly all actives have a fitted effect of over 50% in size
# SW480 rereplic: A quantitative high throughput screen for small molecules that induce DNA re-replication in SW480 colon adenocarcinoma cells; SW480 DNA re-replication, Hoechst DNA content imaging, 48 h; Potency, µM (doses to about 46.1 µM), for inactives: at the highest dose re-replication activation, actives largely listed as activators; hit rate 1.8% among 340,000; further: potency means the concentration at half of the fitted maximal effect; % of control where 0% means no effect; nearly all actives have a fitted effect of over 55% in size
#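 Image-based DNA-content assay: after two days of treatment, nuclei were labelled with the DNA dye Hoechst and imaged, and hits were compounds raising the count of nuclei showing high fluorescence intensity.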
# HT1080NT lethal: qHTS for induction of synthetic lethality in tumor cells producing 2HG: qHTS for the HT-1080-NT fibrosarcoma cell line; HT-1080-NT fibrosarcoma viability, CellTiter-Glo ATP luminescence, 48 h; Potency, µM (doses to about 46.1 µM), for inactives: at the highest dose activity, negative = less viability, usual class: cytotoxic; hit rate 1.6% among 360,000;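 further: NT is the 2HG producing partner of a matched IDH1 knockdown line; potency means the concentration at half of the fitted maximal effect; 0% = DMSO-treated cells and -100% = media-only wells without cells; nearly all actives have a fitted effect of over 55% in size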
#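 750 cells/well, RPMI + 5% FBS; 2 h settle, compound pin-transfer, 48 h at 37 degrees C. CellTiter-Glo 10 min RT, luminescence. Normalized to DMSO and media-only wells.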
# KB-3-1 tox: qHTS assay for MDR1-selective chemotherapeutics: Primary screen using the parental adenocarcinoma cell KB-3-1. KB-3-1 viability, CellTiter-Glo ATP luminescence, 72 h. Potency, µM (series often up to 46.1 µM), for the others: top-dose activity change, negative = cytotoxic, most hits filed as cytotoxic. hit rate 1.4% among 400,000. AID 1347075, 2019; further: potency means the concentration at half of the fitted maximal effect; on the % scale 0 is the no-effect control and ±100 the full control effect; nearly all actives have a fitted effect of over 60% in size
#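 Luminescent ATP read-out (CellTiter-Glo) measures survival of drug-naive KB-3-1 cells after 72 h compound exposure at 37 °C. Titration series was screened from lowest to highest concentration, with DMSO vehicle plates as background controls.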
# IL-1B inflam inh: qHTS for Inhibitors of Inflammasome Signaling: IL-1-beta AlphaLISA Primary Screen; hit rate 4.7% among 360,000; activity change, % at 57.5 µM; AID 743279, 2014; THP-1 LPS/ATP IL-1B secretion, AlphaLISA, 16 h; active compounds read low; in the data active means activity change below about -50%; inconclusive means mostly about -30% to -49%; further: on the % scale 0 is the no-effect control and ±100 the full control effect
#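 THP-1 cells pretreated 1 hr with compounds (up to 57.5 uM final), then stimulated with LPS (250 ng/mL final) plus ATP (1.25 mM final); secreted IL-1B measured by AlphaLISA after 16 hr, decreased signal indicating inhibition.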
# HT1080 IDH1KD tx: qHTS for induction of synthetic lethality in tumor cells producing 2HG: qHTS for the HT-1080-IDH1KD cell line; HT-1080 IDH1 knockdown viability, ATP luminescence, 48 h; hit rate 2% among 360,000; Potency, µM (titrated, usually from 46.1 µM), for the others: at the highest dose activity, negative = toxicity, hits mostly cytotoxic;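 further: potency means the concentration at half of the fitted maximal effect; 0% = DMSO wells and -100% = cell-free medium wells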
#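 IDH1KD HT-1080 cells, 750/well, RPMI + 5% FBS; compound pinned after 2 h settling; 48 h, 37 °C; CellTiter-Glo luminescence; % activity normalised to DMSO and no-cell wells; curves fitted, classed by r2 and efficacy.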
# ATXN2 expr inh: Primary qHTS for Inhibitors of ATXN expression; HEK-293 ATXN2-luciferase reporter, luminescence, 24 h; Potency, µM (top dose mostly 57 µM), for inactives: at the highest dose activity change, negative = inhibition, most hits filed as inhibitors; hit rate 0.72% among 360,000; AID 1745845, 2022; further: potency means the concentration at half of the fitted maximal effect; on the % scale 0 is the no-effect control and ±100 the full control effect; nearly all actives have a fitted effect of over 55% in size
#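 ATXN2-luciferase reporter cells (luciferase flanked by upstream and downstream ATXN2 gene portions) were treated 24 h at 37 °C with compounds at up to 57 uM. SteadyGlo luminescence gave expression; GF-AFC fluorescence gave viability.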
# S2 tox: Viability Counterscreen for Primary qHTS for Inhibitors of ATXN expression. Potency, µM (highest dose often 56.7 µM), actives largely listed as cytotoxic. hit rate 0.49% among 400,000. S2 cells (HEK-293 line with an ATXN2-luciferase reporter) viability, CellTiter-Fluor protease fluorescence, 24 h; further: potency means the concentration at half of the fitted maximal effect; nearly all actives have a fitted effect of over 40% in size
# HepG2 viability: qHTS for Inhibitors of TGF-b: Cytotox Counterscreen. HepG2 CAGA-GFP viability, ATP luminescence, 18 h. Potency, µM (top dose mostly 46.1 µM), without a hit: at the top dose activity change, negative = cytotoxicity, hits mostly cytotoxic. hit rate 0.76% among 410,000. AID 588856, 2011; further: potency means the concentration at half of the fitted maximal effect; some results filed as inactive show a strong effect at the top dose
#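 HepG2 CAGA-GFP cells (1000/well, DMEM with 1% FBS) received compound, then TGF-beta at 500 pg/mL final, and were incubated 18 hours at 37 degrees C. Viability was read by CellTiter-Glo luminescence. Media-only wells were set as complete cell-killing and DMSO as no toxicity.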
# The depositor's hits bear a star; i = inactive; ? = inconclusive; · = not tested or not shown; [ ] = another dose, or the depositor's remark. Unless noted, the call rests on the fitted dose curve; in most records, active means well fitted curve in the direction sought with a large enough effect; inconclusive means small, poorly fitted or top-dose-only effect, or another doubt; inactive means no such curve, though single readings can be large; an effect the other way counts as inactive or inconclusive.
# The opening 5 compounds (preview)
SMILES,MCF10A rereplic,SW480 rereplic,HT1080NT lethal,KB-3-1 tox,IL-1B inflam inh,HT1080 IDH1KD tx,ATXN2 expr inh,S2 tox,HepG2 viability
COc1ccc(-c2ccc(/C=N/N3C(=O)C4C5C=CC(C6CC56)C4C3=O)o2)c([N+](=O)[O-])c1 (configuration not stated),14.7%,2.3%,-8.5%,2.8%,-1.1,4.7%,-11.7%,?,-3.9%
COc1cc(C(=O)Nc2ccc(S(=O)(=O)N3CCOCC3)cc2)c([N+](=O)[O-])cc1OC,-34.1%[inhibitor],-19.5%,3.7%,20.4%,0.6,-9.5%,3.1%,i,4.0%
CCCNC(=O)c1n[nH]c2c1CC(C(C)(C)CC)CC2 (configuration not stated),34.1%,-1.2%,13.2%,-5.8%,-25.1,28.4%,5.6%,?,-1.7%
CCc1ccc(C(=O)NC(CC(C)C)C(=O)O)cc1 (configuration not stated),-12.2%,-4.4%,3.5%,0.0%,26.8,8.0%,10.0%,i,0.7%
Cc1ccc(S(=O)(=O)Nc2ccc(S(=O)(=O)NCC3CCCO3)cc2)cc1 (configuration not stated),-21.2%,-12.3%,1.4%,?,-16.2,-14.9%,-4.0%,i,-2.6%

# All compounds of this part, repeating the preview:
SMILES,MCF10A rereplic,SW480 rereplic,HT1080NT lethal,KB-3-1 tox,IL-1B inflam inh,HT1080 IDH1KD tx,ATXN2 expr inh,S2 tox,HepG2 viability
COc1ccc(-c2ccc(/C=N/N3C(=O)C4C5C=CC(C6CC56)C4C3=O)o2)c([N+](=O)[O-])c1 (configuration not stated),14.7%,2.3%,-8.5%,2.8%,-1.1,4.7%,-11.7%,?,-3.9%
COc1cc(C(=O)Nc2ccc(S(=O)(=O)N3CCOCC3)cc2)c([N+](=O)[O-])cc1OC,-34.1%[inhibitor],-19.5%,3.7%,20.4%,0.6,-9.5%,3.1%,i,4.0%
CCCNC(=O)c1n[nH]c2c1CC(C(C)(C)CC)CC2 (configuration not stated),34.1%,-1.2%,13.2%,-5.8%,-25.1,28.4%,5.6%,?,-1.7%
CCc1ccc(C(=O)NC(CC(C)C)C(=O)O)cc1 (configuration not stated),-12.2%,-4.4%,3.5%,0.0%,26.8,8.0%,10.0%,i,0.7%
Cc1ccc(S(=O)(=O)Nc2ccc(S(=O)(=O)NCC3CCCO3)cc2)cc1 (configuration not stated),-21.2%,-12.3%,1.4%,?,-16.2,-14.9%,-4.0%,i,-2.6%
Cc1ccc(N2CCN(C(=O)c3cccs3)CC2)cc1C,9.4%,2.5%,14.1%,-3.6%,-7.4,-3.7%,16.8%,i,-7.8%
Cc1ccc(NC(=O)C2C3CCC(O3)C2C(=O)O)cc1Cl (configuration not stated),?,-4.5%,-24.1%,?,60.7,?,·,?,-9.2%
CCC1ON(c2ccccc2)C2c3nc4ccccc4n3CC12 (configuration not stated),?,?,-0.4%,-12.5%,47.3,-0.2%,-0.2%,i,-6.6%
CCOC(=O)C=C(OC(=O)c1ccc(OC)cc1)c1ccccc1,2.5%,6.5%,-5.0%,0.4%,?,-7.5%,-8.2%,i,-10.2%
O=C(/C=C/c1ccccc1)N/C(=C\c1ccco1)C(=O)NCCO,1.1%,-12.1%,4.3%,-3.4%,30.3,-8.2%,0.8%,i,-1.4%
CCc1ccc(OCC(=O)N/N=C/c2ccc(OS(=O)(=O)c3ccc(C)cc3)c(OC)c2)cc1,-0.5%,-5.5%,3.1%,2.6%,-5.5,-0.1%,·,?,-12.5%
COc1ccc(C(=O)CN2Cc3ccccc3C2=N)cc1,2.1%,-5.4%,-21.7%,-19.6%,-18.2,-21.1%,·,?,-30.7%
Cc1ccc(-n2ncc3c(NCCc4ccccc4)ncnc32)cc1,·,·,·,-15.9%,·,·,45.6%[activator],i,-16.2%
COc1ccc(NC(=O)C2CCN(S(=O)(=O)c3ccc(OC)c(OC)c3)CC2)cc1,-3.4%,-3.9%,-2.4%,8.8%,21.6,0.5%[9.24 µM],-8.5%,i,-26.8%
COc1ccccc1CNC(=O)C1CCCN(S(=O)(=O)c2cnc[nH]2)C1 (configuration not stated),13.1%,-2.5%,2.8%,10.0%,-6.5,2.6%,8.4%,i,4.8%
CC(C)Oc1ccc(CCNC(=O)C2CCC(=O)N(Cc3cccc(F)c3)C2)cc1 (configuration not stated),8.8%,-4.2%,-1.1%,5.7%,0.0,-3.7%,15.9%,i,-39.7%
CCCc1nnc(NC(=O)CCC(=O)N2CCN(C3CCCC3)CC2)s1,0.0%,4.4%,4.1%,-1.8%,-11.2,-4.5%,9.5%,i,15.0%
Cc1cc(C)n(-c2nc3ccccc3nc2Nc2cc(C(=O)O)ccc2C)n1,·,·,·,-8.2%,·,·,5.1%,i,1.4%
Cc1cc(C)c(N(C(=O)c2csnn2)C(C(=O)NC(C)(C)C)c2ccncc2)c(C)c1 (configuration not stated),-0.4%,-42.3%[inhibitor],5.8%,0.7%,24.1,6.5%,·,i,8.5%
CCOc1ccc(-n2c(C)nc3c(cnn3-c3ccc(Cl)cc3)c2=O)cc1,7.4%,-3.4%,9.2%,5.6%,24.5,6.0%,-8.2%,i,-3.3%
CCOc1ccc(S(=O)(=O)NCCC(=O)NCc2cccnc2)cc1,0.8%,1.9%,-10.6%,5.8%,7.1,-3.6%,0.8%,i,-4.0%
CCC(c1nnnn1CCOC)N(Cc1ccc(C)cc1)Cc1cc2cc(OC)ccc2[nH]c1=O (configuration not stated),0.5%,-5.6%,-2.3%,?,-26.6,-2.9%,-21.3%,i,-1.6%
O=C(COC(=O)c1cc(=O)[nH]c2ccccc12)NCc1ccc(F)cc1,0.9%,-22.4%,-0.1%,18.9%,19.1,10.4%,5.0%,i,-1.5%
CCCCn1c(SCC(=O)c2cc(OC)ccc2OC)nc2cc(S(N)(=O)=O)ccc21,6.0%,-2.9%,-7.5%,9.1%,19.6,-3.1%,-17.5%,i,-15.0%
CCOc1ccc(NC(=O)CN(C)C(=O)c2cccc3ccccc23)cc1OCC,2.4%,-4.1%,-1.9%,?,-1.6,1.1%,6.4%,i,-17.7%
CC(C)Nc1c([N+](=O)[O-])c(=O)oc2ccccc12,-0.8%,-1.2%,0.0%,10.6%,-15.8,8.4%,-0.4%,i,-2.9%
CC(=O)NC1=NN(C(C)=O)C(C)(CCS(=O)(=O)c2ccc(Br)cc2)S1 (configuration not stated),-1.1%,-1.3%,1.6%,0.0%,-4.6,2.5%,0.6%,i,-1.4%
COc1cc(C(=O)NCC(c2cccs2)N2CCOCC2)cc(Br)c1OCc1ccccc1 (configuration not stated),?,26.5%,-25.2%,?,-8.1,-8.6%,·,i,-40.5%
Cc1cccc(N2CCN(C(=O)Cn3nc(Cc4ccncc4)c4ccccc4c3=O)CC2)c1C,1.4%,-18.6%,1.2%,-15.5%,-11.8,-1.4%,-20.2%,i,-17.0%
Cc1ccc(S(=O)(=O)/N=C(/c2ccc(F)cc2)N2CCCC2)cc1,0.6%,-7.4%,-1.0%,6.6%,-7.3,-0.1%,·,i,-5.8%
CN(C)c1ccc(C(=O)Nc2ccc(S(=O)(=O)NC3=NCCCCC3)cc2)cc1,14.5%,-2.8%,0.2%,?,46.0,2.9%,12.0%,i,1.9%
COc1ccc(NC(=O)CC(C)CC(=O)NCc2ccc(F)cc2)c(OC)c1 (configuration not stated),0.6%,-51.8%[inhibitor],-5.0%,-8.1%,-4.4,-9.9%,-14.8%,i,-7.4%
Cc1cccc(CSC(=N)N)c1,6.3%,0.2%,12.4%,17.9%,-16.8,5.6%,5.3%,i,5.6%
CS(=O)(=O)Nc1ccc(-c2cc(/C=C3\SC(N)=NC3=O)c[nH]c2=O)cc1,1.4%,-5.9%,-1.0%,14.1%,19.2,10.2%,8.9%,i,-1.0%
Cc1ccc(NC(=S)Nc2ccc3cn[nH]c3c2)cc1C,-7.3%,5.9%,21.9%,4.9%,-1.3,14.5%,21.6%,i,-3.3%
Cc1c(C(=O)CN2CCCC(C)(C)C2)c2ccccc2n1C,-3.0%,-5.5%,3.1%,2.0%,-8.1,-3.8%,·,?,-22.4%
C=CCN1CCN(C(=O)CSc2ccccc2)CC1,0.8%,-2.7%,12.4%,0.0%,4.4,6.3%,·,·,15.0%
CCC(C)(C)NC(=O)CC(c1ccc(OC)cc1)n1cccc1 (configuration not stated),4.3%,-2.8%,0.1%,-1.9%,6.7,0.9%,1.0%,i,-4.3%
CC(=O)C1=C(C)OC(N)=C(C#N)C1c1cc2cccc(C)c2nc1Cl (configuration not stated),2.3%,-6.0%,-1.0%,10.4%,14.7,-14.3%,8.0%,i,-4.0%
N#Cc1ccc(Cn2ccnc2C(=O)Nc2ccccc2)cc1,-0.9%,-5.5%,-5.9%,5.4%,-17.7,-1.5%,29.6%,i,-25.7%
C/C(=N\NC(=O)c1nnn(-c2nonc2N)c1CSc1ccccc1)c1ccc2c(c1)OCO2,-8.2%,-25.1%,2.1%,11.6%,14.7,-1.1%,4.6%,i,0.9%
O=C(CCCSc1nc2ccccc2[nH]1)NC1=NCCS1,1.7%,-7.5%,0.1%,1.9%,14.9,-4.6%,-7.7%,i,-0.7%
COc1ccc2cc(CN(CCCN3CCOCC3)Cc3nnnn3C3CCCC3)c(=O)[nH]c2c1,?,-10.0%,-1.1%,3.4%,-23.6,-19.8%,11.5%,i,-1.3%
Cc1cc(C)cc(NC(=O)C(NCCN2CCOCC2)c2ccccc2)c1 (configuration not stated),0.5%,1.4%,11.4%,23.9%,4.6,15.8%,-24.5%,i,-14.3%

# Source: PubChem BioAssay
